Compound activity (PubChem)
H9c2 TAG inh: inhibitors of triacylglycerol accumulation; actives 0.66% (n = 230,000); H9c2 cells, Nile Red lipid (TAG) fluorescence; cells loaded with 200 µM oleic acid; inhibition, % at 12.5 µM;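 active means pattern-corrected inhibition of lipid staining of at least 50% with the nuclear-stain viability signal not falling by more than 50%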;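 further: 0% = DMSO wells and 100% = triacsin C control wells; some results filed as inactive read as strong as hits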
H9c2 TAG inh DAPI viability: also measured in H9c2 TAG inh; calls as there; DAPI nuclei signal change (viability), lower = more cytotoxic, %;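 whole-well DAPI fluorescence read on a plate reader as a viability signal; minus 50 percent equals half of cells still viable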
Numbers without * were called inactive; & = joins results of further samples.

How did CNc1nc(-c2ccc3c(c2)CCN3C(=O)CC(C)(C)C)c(C)s1 do in these assays?
H9c2 TAG inh: 16; H9c2 TAG inh DAPI viability: -10

How did Cn1c(=O)c2ncn(CC(=O)NCCOc3ccc(C(C)(C)C)cc3)c2n(C)c1=O do in these assays?
H9c2 TAG inh: -10; H9c2 TAG inh DAPI viability: 9

Results for Cc1oc(-c2ccccc2)cc1C(=O)Nc1cccc(/C=C/C(=O)O)c1 ?
H9c2 TAG inh: 14; H9c2 TAG inh DAPI viability: -5

How did O=C(O)c1n[nH]c2c1CC(C1CCCCC1)CC2 (centres undefined) do in these assays?
H9c2 TAG inh: -4; H9c2 TAG inh DAPI viability: 14

How did O=C(NCc1ccco1)C(=O)c1cn(CC(=O)N2CCCCC2)c2ccccc12 do in these assays?
H9c2 TAG inh: 12; H9c2 TAG inh DAPI viability: -2

Results for COc1ccccc1N1CCN(CCN2C(=O)CC3(CCCC3)CC2=O)CC1 ?
H9c2 TAG inh: -9; H9c2 TAG inh DAPI viability: 2

Results for C[C@@H]1CN([C@@H](C)CO)C(=O)c2c(c3ccccc3n2C)-c2ccccc2CO[C@H]1CN(C)C(=O)C1CC1 ?
H9c2 TAG inh: -9; H9c2 TAG inh DAPI viability: 7

What do the screens show for `CSc1ncnc2c1ncn2CC(=O)C1CCC2C3CCC4=CC(=O)CCC4(C)C3CCC12C` (centres undefined)?
H9c2 TAG inh: -4; H9c2 TAG inh DAPI viability: 11

How did Cc1cc(C(=O)OCC(=O)NC(C)c2ccccc2)c(C)o1 (centres undefined) do in these assays?
H9c2 TAG inh: 3; H9c2 TAG inh DAPI viability: 10

Results for O=C(Nc1cccnc1)c1ccc(F)cc1 ?
H9c2 TAG inh: -2; H9c2 TAG inh DAPI viability: 4

Results for Cc1cc(=O)c2ccc3ccccc3c2[nH]1 ?
H9c2 TAG inh: -8; H9c2 TAG inh DAPI viability: 16

What do the screens show for `COc1ncc(-c2ccc3c(c2)S(=O)(=O)c2cccc(C(=O)NCc4ccco4)c2C3=O)cn1`?
H9c2 TAG inh: 2; H9c2 TAG inh DAPI viability: 3

Results for Cc1cc([N+](=O)[O-])ccc1NCc1ccco1 ?
H9c2 TAG inh: -5; H9c2 TAG inh DAPI viability: -1

How did Cc1cc(N(C)Cc2ccccc2)nc(-c2ccccc2)n1 do in these assays?
H9c2 TAG inh: -104; H9c2 TAG inh DAPI viability: 6

How did CC12CCC(C(=O)N(c3ccccn3)c3ccccn3)(OC1=O)C2(C)C (centres undefined) do in these assays?
H9c2 TAG inh: -1; H9c2 TAG inh DAPI viability: -2

What do the screens show for `Cc1cc(C)cc(NC(=O)CCc2nc3sc4c(c3c(=O)[nH]2)CCCC4)c1`?
H9c2 TAG inh: 21; H9c2 TAG inh DAPI viability: -6

What do the screens show for `CC(C)(C)c1ccc(CC(=O)N2CCC2(C)C(=O)NS(=O)(=O)c2cccc(C#N)c2)cc1` (centres undefined)?
H9c2 TAG inh: 0; H9c2 TAG inh DAPI viability: -9

How did O=C(CSc1nc2ccccc2c(=O)[nH]1)Nc1ccc([N+](=O)[O-])cc1 do in these assays?
H9c2 TAG inh: 7; H9c2 TAG inh DAPI viability: -5

Results for CC(=O)Nc1ccc(NC(=O)COc2ncnc3ccccc23)cc1 ?
H9c2 TAG inh: 14; H9c2 TAG inh DAPI viability: -10

What do the screens show for `CCCN(CC(=O)Nc1ccc(OC)c(OC)c1)CC(=O)Nc1ccc(F)c(F)c1F`?
H9c2 TAG inh: -13; H9c2 TAG inh DAPI viability: -10

What do the screens show for `Cc1ccc(C)c(S(=O)(=O)N2CCCC2CNC(=O)C(=O)NCc2ccccn2)c1` (centres undefined)?
H9c2 TAG inh: 13; H9c2 TAG inh DAPI viability: 5

What do the screens show for `Cc1ccc(N=C2NC(=O)/C(=C/c3cccn3C)S2)cc1`?
H9c2 TAG inh: 23; H9c2 TAG inh DAPI viability: -4

Results for Cc1ccc(C)c(NC2=CC(=O)CC(C)(C)C2)c1C#N ?
H9c2 TAG inh: -1; H9c2 TAG inh DAPI viability: -8

What do the screens show for `COC(=O)[C@@]12CCCCN1[C@H](c1ccc(SC3CCCCC3)cc1)[C@H]1C(=O)N(C)C(=O)[C@H]12`?
H9c2 TAG inh: -33; H9c2 TAG inh DAPI viability: 3

What do the screens show for `CC(=O)c1ccc(NC(=O)CC2Nc3cccc4cccc(c34)NC2=O)cc1` (centres undefined)?
H9c2 TAG inh: 7; H9c2 TAG inh DAPI viability: -9

How did CN1CCN(S(=O)(=O)c2cc(C(F)(F)F)ccc2Cl)CC1 do in these assays?
H9c2 TAG inh: 14; H9c2 TAG inh DAPI viability: -5

Results for CC1CCCCC1NC(=S)Nc1ccc(Cl)cc1Cl (centres undefined) ?
H9c2 TAG inh: -9; H9c2 TAG inh DAPI viability: 0

How did Cc1[nH]c2ccccc2c1C(c1ccncc1)N1CCC(C)CC1 (centres undefined) do in these assays?
H9c2 TAG inh: 9; H9c2 TAG inh DAPI viability: -8

Results for Cc1onc(-c2ccccc2)c1C(=O)OCC(=O)c1ccc[nH]1 ?
H9c2 TAG inh: -33; H9c2 TAG inh DAPI viability: 1

Results for CC(=O)CSc1ncnc2sc3c(c12)CCCC3 ?
H9c2 TAG inh: 0; H9c2 TAG inh DAPI viability: 0

How did Cc1ccccc1CSCC1Nc2ccc(C(=O)NCCc3ccccc3)cc2NC1=O (centres undefined) do in these assays?
H9c2 TAG inh: -1; H9c2 TAG inh DAPI viability: 2

Results for C=CCn1c(C)cc(C(=O)CSc2nc3ccccc3o2)c1C ?
H9c2 TAG inh: 2; H9c2 TAG inh DAPI viability: -2

What do the screens show for `C/C(=N/Nc1ccnc2cc(Cl)ccc12)c1ccc(O)cc1`?
H9c2 TAG inh: -9; H9c2 TAG inh DAPI viability: 9

What do the screens show for `COCCN=C1Sc2nc3ccc(C)cc3cc2CN1Cc1cccs1`?
H9c2 TAG inh: -4; H9c2 TAG inh DAPI viability: 7

What do the screens show for `CCOP(=O)(OCC)C(Nc1ccc(C(=O)O)cc1)c1ccccc1` (centres undefined)?
H9c2 TAG inh: -3; H9c2 TAG inh DAPI viability: -3

What do the screens show for `O=C(COc1ccc(Nc2ccccc2)cc1)OCC(=O)N1CCCCC1`?
H9c2 TAG inh: 0; H9c2 TAG inh DAPI viability: -1

How did CCCNC(=O)C(Cc1ccccc1)NC(=O)Cc1ccccc1 (centres undefined) do in these assays?
H9c2 TAG inh: -7; H9c2 TAG inh DAPI viability: -14

How did Fc1ccccc1OCCCCSc1ncccn1 do in these assays?
H9c2 TAG inh: -11; H9c2 TAG inh DAPI viability: 7

Results for O=C(NC(Cc1c[nH]c2ccccc12)C(=O)O)/C(=C/c1ccc2c(c1)OCO2)NC(=O)c1ccccc1 (centres undefined) ?
H9c2 TAG inh: 3; H9c2 TAG inh DAPI viability: 7

Results for C/C(=N\O)C(C)(C)Nc1ccc(F)cc1 ?
H9c2 TAG inh: -8; H9c2 TAG inh DAPI viability: 2

What do the screens show for `CC(=O)c1ccc(C#CC(C)(C)O)s1`?
H9c2 TAG inh: -4; H9c2 TAG inh DAPI viability: 4

How did CC1CCCN(Cc2csc(N)n2)C1 (centres undefined) do in these assays?
H9c2 TAG inh: -7; H9c2 TAG inh DAPI viability: 1

How did COc1ccc(C(=O)Nc2ncc(C)s2)cc1S(=O)(=O)N1CCOCC1 do in these assays?
H9c2 TAG inh: -8; H9c2 TAG inh DAPI viability: -2

Results for C=C(C(=O)c1ccccc1)C(c1ccccc1)C(C)C(=O)c1ccccc1 (centres undefined) ?
H9c2 TAG inh: 6; H9c2 TAG inh DAPI viability: -9

How did CN(Cc1ccccc1)C(=O)COC(=O)c1ccc(S(=O)(=O)N(C)C)cc1 do in these assays?
H9c2 TAG inh: 5; H9c2 TAG inh DAPI viability: 5

Results for CC1=Nc2cc(Cl)ccc2Oc2ccccc21 ?
H9c2 TAG inh: -7; H9c2 TAG inh DAPI viability: -2

How did CSCCC(NC(=O)c1ccccc1C)C(=O)O (centres undefined) do in these assays?
H9c2 TAG inh: 7; H9c2 TAG inh DAPI viability: 1

How did COc1ccc([C@H]2C[C@@H](n3cc(COC(=O)c4ccccc4)nn3)[C@H](O)CN2Cc2cccs2)cc1 do in these assays?
H9c2 TAG inh: -25; H9c2 TAG inh DAPI viability: 4

What do the screens show for `CN(C[C@H](Cc1ccccc1)N(C[C@H](CC1CCCCC1)N(CCc1ccccc1)N=O)N=O)N=O`?
H9c2 TAG inh: -3; H9c2 TAG inh DAPI viability: -5

What do the screens show for `Cc1cc(=O)oc2cc(OCC(=O)OCC(=O)N3CCC(C)CC3)ccc12`?
H9c2 TAG inh: 3; H9c2 TAG inh DAPI viability: 6

What do the screens show for `Cc1cccc(NC(=O)c2cccc(NC(=O)Cc3cccs3)c2)c1`?
H9c2 TAG inh: -12; H9c2 TAG inh DAPI viability: 8

Results for Cc1cccc(NC2=NC(C)(C)N=C(N)N2)c1 ?
H9c2 TAG inh: 12; H9c2 TAG inh DAPI viability: -18

How did COc1cc(C(=O)COC(=O)C2CCCCC2)cc(OC)c1OC do in these assays?
H9c2 TAG inh: -6; H9c2 TAG inh DAPI viability: 1

Results for CCCC(=O)NC(c1ccccc1Cl)c1ccc2cccnc2c1O (centres undefined) ?
H9c2 TAG inh: 87; H9c2 TAG inh DAPI viability: -59

Results for CCc1nnc(NS(=O)(=O)c2ccc(NC(=S)NC(=O)c3cccs3)cc2)s1 ?
H9c2 TAG inh: -4; H9c2 TAG inh DAPI viability: 4

Results for Cc1cc(C(=O)COc2cc(F)ccc2[N+](=O)[O-])c(C)n1C1CC1 ?
H9c2 TAG inh: 8; H9c2 TAG inh DAPI viability: -9

How did CC(=O)c1c(C)[nH]c(C(=O)NCc2ccccc2)c1C do in these assays?
H9c2 TAG inh: 10; H9c2 TAG inh DAPI viability: -12

What do the screens show for `COc1ccccc1/C=C/C(=O)NC(=S)NCC1CCCO1` (centres undefined)?
H9c2 TAG inh: 3; H9c2 TAG inh DAPI viability: 12

What do the screens show for `O=C(CSc1ccsc1[N+](=O)[O-])Nc1cc(F)ccc1F`?
H9c2 TAG inh: -16; H9c2 TAG inh DAPI viability: -4

Results for Cc1ccc(S(=O)(=O)N2[C@@H](c3ccc(F)cc3)C(C(=O)O)=CC[C@H]2c2ccc(C(C)C)cc2)cc1 ?
H9c2 TAG inh: -2; H9c2 TAG inh DAPI viability: -6

What do the screens show for `COC(=O)c1cc(Br)ccc1NC(=O)Nc1ccc(C)cc1`?
H9c2 TAG inh: -33; H9c2 TAG inh DAPI viability: -2

Results for CC1(C)Nc2ccccc2N(Cc2ccc([N+](=O)[O-])cc2)C1=O ?
H9c2 TAG inh: -6; H9c2 TAG inh DAPI viability: 2

Results for Cc1cc(C)n(C(=O)CCC(=O)Nc2ccc(C)c(C)c2)n1 ?
H9c2 TAG inh: -5; H9c2 TAG inh DAPI viability: 3

How did CC(C)NS(=O)(=O)c1cccc2nsnc12 do in these assays?
H9c2 TAG inh: -9; H9c2 TAG inh DAPI viability: -6

How did O=C(NC1CCS(=O)(=O)C1)c1cccc(Cl)c1 (centres undefined) do in these assays?
H9c2 TAG inh: 6; H9c2 TAG inh DAPI viability: -2

Results for O=C(NCc1cccnc1)c1nnc(Cc2ccc(F)cc2)o1 ?
H9c2 TAG inh: -11; H9c2 TAG inh DAPI viability: 7

What do the screens show for `CCOCCCNC(=S)Nc1ccc(Br)cc1Cl`?
H9c2 TAG inh: -18; H9c2 TAG inh DAPI viability: 7

How did CSCCC(NC(=O)c1ccccc1)C(=O)N/N=C(\C)Cc1ccccc1 (centres undefined) do in these assays?
H9c2 TAG inh: -10; H9c2 TAG inh DAPI viability: -4

What do the screens show for `CCCCNC(=O)C(CC)(ONc1ccccc1C(F)(F)F)c1ccccc1` (centres undefined)?
H9c2 TAG inh: 29; H9c2 TAG inh DAPI viability: -2

How did Cc1cccc2nc(C(=O)Nc3cc(Cl)ccc3-n3cncn3)cn12 do in these assays?
H9c2 TAG inh: 25; H9c2 TAG inh DAPI viability: -5

What do the screens show for `Cc1ccc(F)c(S(=O)(=O)NC(=O)C2(C)CCN2C(=O)C2(c3ccc(Cl)cc3)CCC2)c1` (centres undefined)?
H9c2 TAG inh: -2; H9c2 TAG inh DAPI viability: 7

Results for CN(NC(=O)c1ccc(Cl)cc1)c1nc(-c2ccccc2)nnc1C(F)(F)F ?
H9c2 TAG inh: 2; H9c2 TAG inh DAPI viability: -10

What do the screens show for `O=C(CSCc1c(Cl)cccc1Cl)NCC1CCCO1` (centres undefined)?
H9c2 TAG inh: -9; H9c2 TAG inh DAPI viability: 3

Results for Cc1ccc(Cl)c(Nc2ccccc2C(=O)O)c1Cl ?
H9c2 TAG inh: -12&-9; H9c2 TAG inh DAPI viability: -4&9

Results for CCN1CCN(Cc2ccc(NC(=O)c3cc(NC(=O)c4cnnc5ccccc45)cc(OC)c3)cc2C(F)(F)F)CC1 ?
H9c2 TAG inh: 44&36; H9c2 TAG inh DAPI viability: 15&31

What do the screens show for `CSc1ccc(Cl)c(C(=O)OCC(=O)NCc2ccco2)c1`?
H9c2 TAG inh: -5; H9c2 TAG inh DAPI viability: 6

Ordered by SMILES length (rising): part of the list above.
How did O=C(NC1CCS(=O)(=O)C1)c1cccc(Cl)c1 (centres undefined) do in these assays?
H9c2 TAG inh: 6; H9c2 TAG inh DAPI viability: -2

Results for O=C(NCc1cccnc1)c1nnc(Cc2ccc(F)cc2)o1 ?
H9c2 TAG inh: -11; H9c2 TAG inh DAPI viability: 7

What do the screens show for `CSc1ccc(Cl)c(C(=O)OCC(=O)NCc2ccco2)c1`?
H9c2 TAG inh: -5; H9c2 TAG inh DAPI viability: 6

Results for Cc1cc(C)n(C(=O)CCC(=O)Nc2ccc(C)c(C)c2)n1 ?
H9c2 TAG inh: -5; H9c2 TAG inh DAPI viability: 3

How did Cc1cccc2nc(C(=O)Nc3cc(Cl)ccc3-n3cncn3)cn12 do in these assays?
H9c2 TAG inh: 25; H9c2 TAG inh DAPI viability: -5

What do the screens show for `CCCCNC(=O)C(CC)(ONc1ccccc1C(F)(F)F)c1ccccc1` (centres undefined)?
H9c2 TAG inh: 29; H9c2 TAG inh DAPI viability: -2

Not all compounds are listed; the hit share may differ from the screen's.
